Screening results: PubChem BioAssay, several laboratories
Smad3 inh = blocks human Smad3 binding to FoxH1 peptide. P84022. TR-FRET Smad3/Dy647-FoxH1 peptide binding, europium anti-His. inhibition, % at 25 µM. actives 0.29% (n = 88,000). AID 630;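 active = compounds that reduce the energy-transfer binding signal between the protein and its labelled peptide by more than half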;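 note: 0% = Smad3 plus labelled peptide maximal FRET and 100% = peptide-only background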
sEH inhibitor = inhibitors of human soluble epoxide hydrolase; recombinant human sEH enzymatic activity assay; inhibition, % at 2 µM; P34913; actives 0.34% (n = 91,000); in the data active = inhibition above about 80%; note: values of inactives mirror those of a sister screen read the other way; many of its hits are not listed in these tables
sEH act = activators of human soluble epoxide hydrolase; P34913; purified human sEH enzymatic activity, activator screen; activation, % at 2 µM; actives 0.04% (n = 91,000); AID 717; in the data active = activation above about 37%; note: values of inactives mirror those of a sister screen read the other way
CD11b adhes inh = CD11b/CD18-fibrinogen binding inhibition. P05107+P11215. AID 1497. inhibition, % at 10 µM. K562 CD11b/CD18 adhesion to fibrinogen, ATPlite luminescence; Mn2+ added to activate the integrin. actives 0.54% (n = 93,000);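 active = primary inhibition of 50% or more at 10 µM, then 40% or more on retest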; note: some results filed as inactive read as strong as hits
Target sequence (P05107 whole entry, looked up, other chains not shown): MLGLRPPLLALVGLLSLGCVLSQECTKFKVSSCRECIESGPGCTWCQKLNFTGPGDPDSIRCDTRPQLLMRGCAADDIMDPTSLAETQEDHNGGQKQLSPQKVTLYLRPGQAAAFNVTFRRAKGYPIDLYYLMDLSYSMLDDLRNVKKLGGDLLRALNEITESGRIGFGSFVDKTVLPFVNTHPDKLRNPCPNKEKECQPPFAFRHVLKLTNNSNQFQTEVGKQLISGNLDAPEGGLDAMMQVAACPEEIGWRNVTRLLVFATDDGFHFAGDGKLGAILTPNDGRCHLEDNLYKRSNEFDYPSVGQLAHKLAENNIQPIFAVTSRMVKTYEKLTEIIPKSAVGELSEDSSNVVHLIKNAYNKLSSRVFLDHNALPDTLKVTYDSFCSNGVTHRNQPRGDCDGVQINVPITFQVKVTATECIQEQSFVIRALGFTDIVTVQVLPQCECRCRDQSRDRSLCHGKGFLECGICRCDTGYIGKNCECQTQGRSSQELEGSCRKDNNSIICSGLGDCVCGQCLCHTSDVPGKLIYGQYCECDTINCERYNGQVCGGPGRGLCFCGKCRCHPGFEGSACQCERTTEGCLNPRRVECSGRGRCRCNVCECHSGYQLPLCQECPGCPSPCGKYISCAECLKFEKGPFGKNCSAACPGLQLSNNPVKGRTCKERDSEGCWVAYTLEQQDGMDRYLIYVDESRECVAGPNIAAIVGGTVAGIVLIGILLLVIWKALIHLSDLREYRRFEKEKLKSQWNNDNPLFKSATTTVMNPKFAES
Candida biofilm = kills Candida albicans biofilms; actives 0.14% (n = 85,000); C. albicans biofilm + clotrimazole, Alamar Blue; AID 834; inhibition, % at 6 µM;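 active = inhibition above 20%; inactive = inhibition below 20%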;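 note: preformed 24 hr biofilms exposed to compound for 48 hr; 0% = biofilm without compound and 100% = blank killed by clotrimazole plus chlorhexidine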
CD11b adhes enh = CD11b/CD18-fibrinogen binding enhancement | P05107+P11215 | K562 CD11b/CD18 adhesion to fibrinogen, ATPlite luminescence | activation, % at 10 µM | actives 0.07% (n = 93,000) | AID 1499;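 active = 10 µM primary screen giving 50% or more activity, confirmed by 40% or more on retest at that dose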; note: strong numbers were not always called active; reference of the scale not given here
ERb SRC1 inh = blocks coactivator binding to human estrogen receptor beta | Q92731 | TR-FRET ER-beta LBD / SRC1-Cy5 peptide binding; receptor agonist-loaded with 1 µM estradiol | inhibition, % at 25.6 µM | actives 1.3% (n = 86,000) | AID 633;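 active = compounds whose percent inhibition of the receptor-coactivator binding signal exceeds about 50% in the single-dose screen, limit read from the data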;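 note: 0% = receptor plus peptide wells without compound and 100% = peptide-only wells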
ERa SRC1 pot = enhances coactivator binding to human estrogen receptor alpha. P03372. TR-FRET ERalpha-LBD/SRC-Cy5 coactivator binding, 2 h; 100 = basal binding, no effect. coactivator binding (% of control), % at 25.6 µM. actives 1.3% (n = 86,000). AID 639; in the data active = activity above about 200%;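 note: binding measured in presence of low estradiol as agonist stimulus; 0% = peptide alone without receptor and 100% = receptor with peptide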
MT1-MMP txn act = activates MT1-MMP transcription | actives 0.16% (n = 86,000) | HT1080 MT1-MMP promoter luciferase reporter, luminescence, overnight; active compounds read high | activation factor at 10 µM;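 active = activation factor of at least 2 for MT1-MMP transcription at 10 µM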
* = called active by the depositor; / = not tested or not shown; [ ] = remark or other dose. The list is partial; rates above refer to the full screens.

No.	canonical_smiles	Smad3 inh	sEH inhibitor	sEH act	CD11b adhes inh	Candida biofilm
1	COc1ccc(C(C(=O)NC2CCCC2)N2CCc3ccccc32)cc1 (stereo unspecified)	-12	/	/	-4	6
2	CCOc1cccc(C2C(C#N)=C(N)Oc3cc(C)oc(=O)c32)c1OCC (stereo unspecified)	-3	-10	11	-6	1
3	CCCCC(=O)Nc1ccc(NC(=O)c2ccccc2OC)cn1	-6	-6	8	4	0
4	Cc1ccc(Nc2nc3c(c(=O)[nH]2)CCCC3)cc1	-3	31	-27	/	2
5	COc1ccc(OC)c(NC(=O)COC(=O)c2ccc(S(=O)(=O)N3CCOCC3)cc2)c1	-4	/	/	-3	4
6	Cn1cccc1Cc1nnc(SCC(=O)NCCc2ccccc2)n1-c1ccc(F)cc1	-6	/	/	-7	-3
7	CCn1c(-c2ccc(C)cc2)n[nH]c1=S	16	-8	9	3	5
8	O=c1c2c(nc3nc(SCc4ccccc4)[nH]n13)CCC2	6	-2	3	-4	/
9	O=C1NC(=O)C(CC(=O)N(Cc2ccco2)C2(C(=O)NC3CCCCC3)CCCCC2)N1 (stereo unspecified)	6	/	/	-32	4
10	O=C(CN1CCSCC1)N1CCc2[nH]c3ccc(Br)cc3c2C1	-6	3	-2	-3	7

No.	CD11b adhes enh	ERb SRC1 inh	ERa SRC1 pot	MT1-MMP txn act
1	2	-2	122	1.1
2	12	0[fluorescence artefact?]	120	1.1
3	-1	1[fluorescence artefact?]	102	1.2
4	/	-22[fluorescence artefact?]	102	1.8
5	-2	31	92	1.1
6	1	-10[fluorescence artefact?]	104	1
7	2	4	97	/
8	-1	-9	122	1.1
9	-2	9[fluorescence artefact?]	121[fluorescence artefact?]	1.1
10	5	-1	91	1.1

More results.
No.	canonical_smiles	Smad3 inh	sEH inhibitor	sEH act	CD11b adhes inh	Candida biofilm
11	N#Cc1nc(-c2cccs2)oc1NCCN1CCOCC1	-9	-16	14	/	1
12	CCOC(=O)c1cccc(NC(=O)c2cccs2)c1	10	-7	5	31	4
13	CCOc1ccccc1N1CCN(C(=O)Nc2cccc(Cl)c2)CC1	13[fluorescence artefact?]	32	-32	0	7
14	CCn1c2ccccc2c2cc(NC(=O)c3ccc(Br)o3)ccc21	0	-8	11	-30	-1
15	COc1cc(C2C(C(C)=O)=C(C)Nc3ncnn32)ccc1O (stereo unspecified)	-1	6	-6	-4	1
16	C/C(Cl)=C\Cn1c(N2CCCCCC2)nc2c1c(=O)n(C)c(=O)n2C	0	0	-1	-3	9
17	CN1CCN(C(=O)c2cc3c(C(F)(F)F)nn(C)c3s2)CC1	/	-14	11	-30	/
18	COc1ccc(NC(=S)NC(NC(=O)c2cccc3ccccc23)C(Cl)(Cl)Cl)c([N+](=O)[O-])c1 (stereo unspecified)	1	14	-14	-39	-4
19	Cc1ccccc1NC1=C(Cl)C(=O)OC1NC(=O)c1ccccc1 (stereo unspecified)	8	-3	2	8	-2
20	O=C(COc1ccc(S(=O)(=O)NCc2ccccc2)cc1Cl)NCC1CCCO1 (stereo unspecified)	5	47	-47	4	4

No.	CD11b adhes enh	ERb SRC1 inh	ERa SRC1 pot	MT1-MMP txn act
11	/	-4	116	1
12	-2	79*	114	1.5
13	-5	14[fluorescence artefact?]	108	1.3
14	12	13	131[fluorescence artefact?]	/
15	1	-6	98	0.9
16	4	-5	97	1.2
17	-5	/	/	/
18	17	3	105	/
19	-2	2	100	1.2
20	0	5[fluorescence artefact?]	100[fluorescence artefact?]	1

The listing continues.
No.	canonical_smiles	Smad3 inh	sEH inhibitor	sEH act	CD11b adhes inh	Candida biofilm
21	Cc1nn2c([nH]c(=O)c3ccccc32)c1C=O	11	-13	14	19	12
22	CCOC(=O)c1cc2c(nc1N)CC(C)(C)OC2	-5	-1	5	/	8
23	CCOc1ccc(-n2cc(C(=O)Nc3ccc(Cl)cn3)c3cc(OC)c(OC)cc3c2=O)cc1	-7	-13	8	-33	-1
24	NC(=O)Cn1c(=O)n(CCc2ccccc2)c(=O)c2c3c(sc21)CCCC3	-6	-3	4	0	-1
25	CCOC(=O)CSc1nc(N)cc(=O)[nH]1	0	-9	8	-8	3
26	COCCN(C(=O)CNC(=O)c1cccs1)C(C(=O)NC1CCCC1)c1cccs1 (stereo unspecified)	11	/	/	-20	8
27	CN(C)CC(C(=O)c1ccccc1)c1ccccc1 (stereo unspecified)	7	/	/	-12	-2
28	COC(=O)/C(=C/Nc1ccccc1)[N+](=O)[O-]	0	-2	4	-3	4
29	COc1ccccc1N1CCN(C(=O)COc2ccc(C)cc2Br)CC1	0	11	-13	5	5
30	COc1ccc(CNC2CCCCC2C)c(OC)c1 (stereo unspecified)	-4	/	/	10	-4

No.	CD11b adhes enh	ERb SRC1 inh	ERa SRC1 pot	MT1-MMP txn act
21	0	-5[fluorescence artefact?]	135[fluorescence artefact?]	1.1
22	/	-9	131	1.2
23	-1	5	101	1.2
24	-2	14	100	1
25	-2	6	98[fluorescence artefact?]	1.2
26	-3	4	113	1.2
27	-3	0	95	0.3
28	-1	6	106	1.3
29	-3	-1	115	1
30	-3	-6	104	1.1

Carrying on.
No.	canonical_smiles	Smad3 inh	sEH inhibitor	sEH act	CD11b adhes inh	Candida biofilm
31	c1cc2c(cc1Cn1cnnn1)OCO2	11	/	/	28	5
32	c1ccc(C2=Nc3ccccc3SC2c2nc3ccccc3[nH]2)cc1 (stereo unspecified)	-5	25	-24	-4	0
33	Cc1ccc2c(COC(=O)c3cnc(C)cn3)cc(=O)oc2c1	2	/	/	-10	/
34	O=C(NCc1ccco1)C(c1ccccc1)N(Cc1cccnc1)C(=O)Cn1nnc2ccccc21 (stereo unspecified)	-4	1	0	-5	1
35	C=CCNc1oc(COc2ccc(C)cc2)nc1C#N	3	6	-7	8	7
36	O=C1c2ccccc2NC(c2ccc3c(c2)OCO3)N1O (stereo unspecified)	-2	-21	20	-7	2
37	CCOC(=O)C1CCCN(CC(=O)NC2=Nc3ccccc3N=C(C)C2c2ccccc2)C1 (stereo unspecified)	0	15	-14	11	0
38	O=C(Nc1nc2c(s1)CCCC2)C1CCCN1C(=O)c1cccs1 (stereo unspecified)	2[fluorescence artefact?]	10	-11	-7	/
39	CCCCCN(C(=O)NC(=O)NCCCC)S(C)(=O)=O	11	9	-6	1	4
40	N#Cc1ccc(C(=O)NCC(c2ccco2)N2CCCCC2)cc1 (stereo unspecified)	-12	6	-7	2	4

No.	CD11b adhes enh	ERb SRC1 inh	ERa SRC1 pot	MT1-MMP txn act
31	2	-8	134[fluorescence artefact?]	1
32	4	-1	76	1.4
33	-1	-2	94[fluorescence artefact?]	1.1
34	2	-15	106	1.2
35	-4	-4	103	1.3
36	22	-1	105	1.1
37	1	-11	93	1.1
38	-1	0	126	1
39	-3	-4	108	1.2
40	-1	-8	99	1.3

The list goes on.
No.	canonical_smiles	Smad3 inh	sEH inhibitor	sEH act	CD11b adhes inh	Candida biofilm
41	CCOc1ccccc1N(C)C(=O)C1CCN(S(=O)(=O)c2cccc3nonc23)CC1	12	0	3	-1	5
42	CCOC(=O)C(NC(C)=O)C(OC(C)=O)c1cccc(N(CCO)CCO)c1 (stereo unspecified)	5[fluorescence artefact?]	-11	9	/	10
43	O=C(COC(=O)c1ccc(S(=O)(=O)N2CCCC2)cc1)NCc1ccccc1	10	2	-2	-7	1
44	Cn1c2c(c(=O)n(C)c1=O)CN(Cc1ccc3c(c1)OCO3)CN2	2	-7	8	24	7
45	O=C(CN1CCOCC1)N(c1ccccc1)c1ccc2ccccc2c1	-9	-6	5	-6	2
46	O=C(COc1ccc(Cl)cc1)NCc1nnc(SCC(=O)Nc2ccccc2)o1	1	2	0	0	4
47	CCOc1ccc(C(=S)N2CCOCC2)cc1OCC	14	-3	4	8	5
48	NC(=O)CN1CCN(c2ccccc2F)CC1	-5	/	/	-15	6
49	Cc1nnc(SCC(=O)NCc2ccccc2)s1	-2	5	-4	-13	/
50	Cc1c(C(=O)N2CCN(C(=O)c3ccco3)CC2)sc2nc(-c3ccc(F)cc3)cn12	6	/	/	-34	4

No.	CD11b adhes enh	ERb SRC1 inh	ERa SRC1 pot	MT1-MMP txn act
41	0	-6	158	/
42	/	-3	126	1.1
43	-3	-12	127	1.1
44	-1	-2	94	1.1
45	-3	4	86	0.9
46	-7	0	104	/
47	-3	-11	110	/
48	1	6	111	1
49	-2	-12	102	1.2
50	-4	-5[fluorescence artefact?]	120	1

(next part)
No.	canonical_smiles	Smad3 inh	sEH inhibitor	sEH act	CD11b adhes inh	Candida biofilm
51	Cn1c(N)c(C(=O)COC(=O)C2CCC(C(C)(C)C)CC2)c(=O)n(C)c1=O (stereo unspecified)	7	19	-16	16	-2
52	CC(=O)c1cnc(Nc2ccccc2)s1	4	4	-2	-1	4
53	O=C(Nc1nc(-c2ccncc2)cs1)c1ccc(S(=O)(=O)N2CCOCC2)cc1	5	4	-5	0	4
54	COCc1cc(C)nc(SCC(=O)Nc2cc3c(cc2C#N)OCO3)c1C#N	5	10	-11	9	-2
55	Cc1ccc2c(c1)nnn2C1CCN(S(=O)(=O)c2ccc(C(=O)N(C)C3CCCCC3)cc2)CC1	-11	/	/	-14	-2
56	CC1=CC(C)(C)N2C(=O)C3(SCC(=O)N3c3ccc(O)cc3)c3cc(C)cc1c32 (stereo unspecified)	5	/	/	/	0
57	O=S(=O)(c1ccc(S(=O)(=O)N2CCN(Cc3ccccc3)CC2)cc1)N1CCOCC1	5	-12	12	-11	3
58	CCc1nc(N[C@@H](Cc2c[nH]c3ccccc23)C(=O)O)c2oc3ccccc3c2n1	-10	/	/	-12	7
59	COc1ccc(C2N(c3ccc(Cl)cc3)C(=O)C3CCCN32)cc1 (stereo unspecified)	-1	2	-5	13	0
60	Cc1ccc(-c2nnc(SCC(=O)N3CCN(c4ccccc4)CC3)o2)cc1	6[fluorescence artefact?]	-6	6	-5	13

No.	CD11b adhes enh	ERb SRC1 inh	ERa SRC1 pot	MT1-MMP txn act
51	-8	7[fluorescence artefact?]	103	1.2
52	-2	2	91	/
53	3	-10	239*	1.2
54	-4	22[fluorescence artefact?]	108	1.2
55	-5	-4	90	1.1
56	/	9[fluorescence artefact?]	98	1.1
57	-1	-15	97	1.1
58	-1	-7	93	1.2
59	-5	-10	104	1.1
60	3	36[fluorescence artefact?]	135	1.2

By substructure: those above containing a Cl atom (8)
No.	canonical_smiles	Smad3 inh	sEH inhibitor	sEH act	CD11b adhes inh	Candida biofilm
13	CCOc1ccccc1N1CCN(C(=O)Nc2cccc(Cl)c2)CC1	13[fluorescence artefact?]	32	-32	0	7
16	C/C(Cl)=C\Cn1c(N2CCCCCC2)nc2c1c(=O)n(C)c(=O)n2C	0	0	-1	-3	9
18	COc1ccc(NC(=S)NC(NC(=O)c2cccc3ccccc23)C(Cl)(Cl)Cl)c([N+](=O)[O-])c1 (stereo unspecified)	1	14	-14	-39	-4
19	Cc1ccccc1NC1=C(Cl)C(=O)OC1NC(=O)c1ccccc1 (stereo unspecified)	8	-3	2	8	-2
20	O=C(COc1ccc(S(=O)(=O)NCc2ccccc2)cc1Cl)NCC1CCCO1 (stereo unspecified)	5	47	-47	4	4
23	CCOc1ccc(-n2cc(C(=O)Nc3ccc(Cl)cn3)c3cc(OC)c(OC)cc3c2=O)cc1	-7	-13	8	-33	-1
46	O=C(COc1ccc(Cl)cc1)NCc1nnc(SCC(=O)Nc2ccccc2)o1	1	2	0	0	4
59	COc1ccc(C2N(c3ccc(Cl)cc3)C(=O)C3CCCN32)cc1 (stereo unspecified)	-1	2	-5	13	0

No.	CD11b adhes enh	ERb SRC1 inh	ERa SRC1 pot	MT1-MMP txn act
13	-5	14[fluorescence artefact?]	108	1.3
16	4	-5	97	1.2
18	17	3	105	/
19	-2	2	100	1.2
20	0	5[fluorescence artefact?]	100[fluorescence artefact?]	1
23	-1	5	101	1.2
46	-7	0	104	/
59	-5	-10	104	1.1
